Screens from PubChem BioAssay.
ASAP1 inh = inhibitors of human ASAP1 ArfGAP activity, primary screen, biochemical, fluorescence polarization | ASAP1-stimulated ARF1 GTP hydrolysis, GDP FP detection | inhibition, % at 16.5 µM | 0.19% of 360,000 active | AID 624377, 2012; in the data active = inhibition above about 25%;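 also: 0% = vehicle with enzyme and substrate and 100% = no enzyme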
ADAM10 inh = human ADAM10 inhibitors, primary screen, biochemical, QFRET, HTS. inhibition, % at 7 µM. recombinant ADAM10, EDANS/DABCYL FRET peptide cleavage, 3 h. 0.62% of 370,000 active. Disintegrin and metalloproteinase domain-containing protein 10 (Homo sapiens), O14672;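 active = inhibition above a per-campaign cutoff equal to the mean of compounds falling between control-based bounds plus 3 SD, cut at about 20% in these data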;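 also: 0% = DMSO wells while the 100% control is not disclosed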
Tn6 DDE FP = inhibitors of Tn6 peptide binding to fibrin DD(E), primary screen, biochemical, fluorescence polarization, human fibrin, Tn6 probe. Fibrinogen beta chain (Homo sapiens), P02675. Fibrin DD(E) TRITC-Tn6 fluorescence polarization displacement. inhibition, % at 8.3 µM. 0.21% of 370,000 active;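 active = inhibition above a per-campaign cutoff: mean of compounds within control limits plus 3 SD, cut at about 15% in these data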;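 also: 0% = median of all compound wells on the plate and 100% = blocking peptide control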
GC-B act = human GC-B receptor activators, primary screen, HEK293 GC-B cells, cGMP TR-FRET, EC30 CNP; 0.11% of 370,000 active; AID 1920062, 2024; Atrial natriuretic peptide receptor 2 (Homo sapiens), P20594; 0% at EC30 CNP, 100% saturating CNP; activation, % at 10 µM;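 active = activation at 10 µM reaching about 35% in either raw or pattern-adjusted values, limit read from the data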
Target sequence (P20594 whole entry, looked up): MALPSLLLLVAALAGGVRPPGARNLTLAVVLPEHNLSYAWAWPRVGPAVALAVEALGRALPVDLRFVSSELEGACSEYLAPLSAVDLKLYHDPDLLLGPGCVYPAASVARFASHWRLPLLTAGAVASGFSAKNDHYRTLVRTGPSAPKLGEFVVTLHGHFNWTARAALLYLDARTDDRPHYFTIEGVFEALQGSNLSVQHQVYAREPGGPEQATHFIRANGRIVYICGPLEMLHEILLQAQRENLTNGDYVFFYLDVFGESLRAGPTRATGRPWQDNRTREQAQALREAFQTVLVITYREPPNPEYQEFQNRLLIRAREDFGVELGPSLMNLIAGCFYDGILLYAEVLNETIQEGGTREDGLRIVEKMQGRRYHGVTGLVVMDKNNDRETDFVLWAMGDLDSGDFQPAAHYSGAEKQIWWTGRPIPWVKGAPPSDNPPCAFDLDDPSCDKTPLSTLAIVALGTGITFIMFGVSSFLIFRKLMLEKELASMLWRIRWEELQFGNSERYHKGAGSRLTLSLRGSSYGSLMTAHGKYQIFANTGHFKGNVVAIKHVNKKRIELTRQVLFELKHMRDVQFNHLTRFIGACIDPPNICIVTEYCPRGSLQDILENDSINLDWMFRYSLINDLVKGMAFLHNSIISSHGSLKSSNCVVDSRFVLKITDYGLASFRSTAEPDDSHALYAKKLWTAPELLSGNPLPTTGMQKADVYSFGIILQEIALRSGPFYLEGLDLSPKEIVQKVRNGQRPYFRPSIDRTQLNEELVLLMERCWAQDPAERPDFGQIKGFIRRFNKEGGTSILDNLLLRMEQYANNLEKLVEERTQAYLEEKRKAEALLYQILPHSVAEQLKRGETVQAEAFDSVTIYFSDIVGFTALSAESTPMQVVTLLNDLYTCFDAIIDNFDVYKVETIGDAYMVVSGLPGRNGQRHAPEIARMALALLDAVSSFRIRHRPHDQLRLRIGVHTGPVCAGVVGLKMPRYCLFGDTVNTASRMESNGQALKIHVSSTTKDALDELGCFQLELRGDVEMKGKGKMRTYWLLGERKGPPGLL
GAA850 FXN act = FXN promoter activators, primary screen, cell-based, luciferase luminescence, HEK293 lucGAA850. HEK293 lucGAA850 FXN promoter luciferase reporter, 24 h; percent of 10 µM SAHA response. activation, % at 6 µM. 0.56% of 360,000 active. AID 540364, 2011;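 active = activation above the average of all compounds screened plus 3 SD, cutoff fixed separately per campaign, cut at about 7.5% in these data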;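 also: 0% = DMSO wells and 100% = 10 µM SAHA wells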
NPR1 activator = GC-A stimulated cGMP production enhancers – HEK293 GC-A cells, cGMP TR-FRET, EC30 ANP, primary screen | activation, % at 10 µM | 0% at EC30 ANP, 100% saturating ANP | Atrial natriuretic peptide receptor 1 (Homo sapiens), P16066 | 0.14% of 370,000 active | AID 1671463, 2021; in the data active = activation above about 40%
ARFGAP1 inh = inhibitors of rat ARFGAP1 GAP activity, primary screen, biochemical, fluorescence polarization, GDP tracer; ADP-ribosylation factor GTPase-activating protein 1 (Rattus norvegicus), Q62848; Arfgap1-stimulated ARF1 GTP hydrolysis, GDP FP detection; inhibition, % at 16.5 µM; 0.26% of 360,000 active;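 active = inhibition above a per-plate limit, mean inhibition of low control wells plus 3 SD, cut at about 25% in these data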;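 also: 0% = DMSO wells with enzyme and 100% = wells lacking Arfgap1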
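System: truncated rat Arfgap1 GAP domain / Medium: HEPES-based buffer, pH 7.5 / Also added: N-terminally truncated human ARF1-GTP substrate / Incubation: enzyme reaction 120 min at 25 °C after 20 min preincubation / Measured by: FP of antibody-bound GDP Alexa 633 tracer, ex 620/em 688 nm / Replicates: singlicate, each compound tested once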
rCAG binder = binders of r(CAG) RNA repeats, primary screen, biochemical, fluorescence | r(CAG) RNA repeat, TO-PRO-1 dye displacement fluorescence | inhibition, % at 3 µM | 1.3% of 370,000 active | AID 651821, 2012;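 active = inhibition above the plate cutoff, the mean of all test compounds on that plate plus 3 SD, cut at about 35% in these data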;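 also: 0% = DMSO alone and 100% = 100 µM mitoxantrone as full dye displacement; higher means more dye released from RNA so lower well fluorescence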
KLK7 zymogen act = proKLK7 zymogen activators, primary screen, biochemical, fluorescence intensity. Kallikrein-7 (Homo sapiens), P49862. purified proKLK7, EDANS-DABCYL substrate fluorescence; 100% is mature enzyme control, 0% vehicle. activation, % at 7 µM. 0.9% of 370,000 active;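 active = activation above the mean of all tested compounds plus 3 SD, computed per campaign excluding outliers beyond control limits, cut at about 13% in these data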
HGIII-sPLA2 inh = human group III sPLA2 inhibitors, primary screen, biochemical, QFRET, BODIPY PC-A2 liposome substrate; Group 3 secretory phospholipase A2 (Homo sapiens), Q9NZ20; QFRET BODIPY PC-A2 liposome hydrolysis, fluorescence; inhibition, % at 12.2 µM; 0.56% of 370,000 active; AID 743126, 2013;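 active = inhibition above mean plus 3 SD of compounds lying within the high and low control bounds, cut at about 19% in these data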;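 also: 0% = median of test compound wells and 100% = no enzyme DMSO wells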
* hit, by the source's call; i = inactive; · = no result given.

SMILES	ASAP1 inh	ADAM10 inh	Tn6 DDE FP	GC-B act	GAA850 FXN act	NPR1 activator	ARFGAP1 inh	rCAG binder	KLK7 zymogen act	HGIII-sPLA2 inh
CCOc1ccc(OC(=O)NC(c2ccccc2)C(Cl)(Cl)Cl)cc1 (stereo not given)	11	-4	-3	-3	-0.3	-1	3	2	0.1	1
Cc1cccc(-c2noc(CCCC(=O)NC3CCCCC3)n2)c1	2	-5	-1	-1	0.2	-5	0	-2	0.7	6
Cc1ccccc1CNC(=O)c1ccc2ccccc2n1	-4	2	-2	-5	2.0	1	1	0	-0.2	-8
O=C1CC(c2cccc(Cl)c2)C(n2cncn2)C(=O)C1C1NCCc2ccccc21 (stereo not given)	-12	1	9	5	0.8	-1	6	12	-0.5	-10
CC1(c2ccc3c(c2)OCCO3)NC(=O)N(CC(=O)Nc2ccccc2)C1=O (stereo not given)	-6	-10	-4	-8	1.5	0	-3	0	0.3	11
c1coc(-c2nnc3n2N=C(c2ccc4ccccc4c2)CS3)c1	·	-5	-2	21	·	16	·	9	0.3	-12
CCOC(=O)N1CCN(C(=O)c2cn(C)c(=O)c3c2c2ccccc2n3C)CC1	3	i	4	0	-0.7	-6	-4	0	0.8	18
O=C(CCNS(=O)(=O)c1cccs1)NCc1ccccc1	-1	8	-3	3	-0.5	6	3	0	-0.3	7
Cc1cc(OCc2nn[nH]n2)c2c(-c3ccccc3)cc(=O)oc2c1	1	-85	1	1	4.1	2	2	6	2.6	-7
COc1cccc(C(=O)NC(=O)Nc2cc(C)on2)c1	0	4	0	4	3.5	-3	4	-1	-0.3	0
c1ccc(-n2nc3ccccc3n2)cc1	1	-9	-6	-1	-0.4	9	7	0	-0.3	6
Cc1nn(C(=O)c2cccc([N+](=O)[O-])c2)c(C)c1Sc1ccccc1	14	5	-4	17	-0.1	10	2	0	0.2	2
COC(=O)c1sc(NC(=S)NC(=O)c2ccccc2)nc1C	5	-2	-3	2	4.5	0	4	1	0.4	9
N#Cc1c2n(c3c(=S)nc[nH]c13)CCCCC2	6	5	6	-1	-1.3	-2	-1	1	-0.1	12
NS(=O)(=O)c1ccc(CNC(=O)C(Cc2ccccc2)NS(=O)(=O)c2ccccc2F)cc1 (stereo not given)	6	7	4	0	2.1	-4	7	10	-0.1	-5
O=C(Cn1nnc(-c2ccc(F)cc2)n1)N1CCCCC1	-3	6	2	2	-0.2	2	-13	-1	-0.7	5
CC(=O)c1c(C)[nH]c(C(=O)Nc2ccc(C)c(C)c2)c1C	16	-5	-12	1	1.6	3	9	3	-0.1	-2
Cc1ccc2nc(C)cc(C(=O)OCC(=O)c3ccc(Cl)c([N+](=O)[O-])c3)c2c1	3	-4	6	10	-2.4	8	-11	9	-0.5	-4
Cc1c(C=O)c(=O)n(-c2ccccc2)n1-c1ccccc1	13	4	-3	1	3.0	-1	-1	5	0.3	-2
C[C@@H]1/C=C/CC(=O)N2[C@H](CC(=O)N[C@@H]1c1ccccc1)C[C@@H](C)[C@H]2c1ccccc1	·	-6	-4	0	·	-1	·	4	0.2	-38

The last five compounds of the part before open the next one.
SMILES	ASAP1 inh	ADAM10 inh	Tn6 DDE FP	GC-B act	GAA850 FXN act	NPR1 activator	ARFGAP1 inh	rCAG binder	KLK7 zymogen act	HGIII-sPLA2 inh
O=C(Cn1nnc(-c2ccc(F)cc2)n1)N1CCCCC1	-3	6	2	2	-0.2	2	-13	-1	-0.7	5
CC(=O)c1c(C)[nH]c(C(=O)Nc2ccc(C)c(C)c2)c1C	16	-5	-12	1	1.6	3	9	3	-0.1	-2
Cc1ccc2nc(C)cc(C(=O)OCC(=O)c3ccc(Cl)c([N+](=O)[O-])c3)c2c1	3	-4	6	10	-2.4	8	-11	9	-0.5	-4
Cc1c(C=O)c(=O)n(-c2ccccc2)n1-c1ccccc1	13	4	-3	1	3.0	-1	-1	5	0.3	-2
C[C@@H]1/C=C/CC(=O)N2[C@H](CC(=O)N[C@@H]1c1ccccc1)C[C@@H](C)[C@H]2c1ccccc1	·	-6	-4	0	·	-1	·	4	0.2	-38
Cc1ccc(/C=C2/SC(=S)N(CCC(=O)N3CCN(C)CC3)C2=O)cc1	-1	6	-3	11	-1.9	0	10	0	-0.1	-5
CCOC(=O)Cc1csc(SCC(=O)NC(C)C23CC4CC(CC(C4)C2)C3)n1 (stereo not given)	5	0	9	4	1.8	-1	7	-11	-0.1	-8
CCc1ccc(NC(=O)CSc2nncn2-c2cccnc2)cc1	-6	-2	2	1	2.4	2	-9	2	-0.1	0
CCOc1ccc(NC(=O)CN2CCCC2c2cccs2)cc1S(=O)(=O)N1CCCCC1 (stereo not given)	15	-5	3	-1	0.1	-1	6	6	0.2	-10
Cc1onc(-c2c(Cl)cccc2Cl)c1C(=O)NNc1ccccc1	-6	5	14	1	1.7	0	3	1	-0.7	-2
O=C(CCCCl)NC(=S)Nc1cc(C(F)(F)F)ccc1N1CCOCC1	12	13	-9	0	1.6	6	0	-8	-0.9	9
Cn1cc(S(=O)(=O)Nc2ccc(F)c(Cl)c2)c(=O)n(C)c1=O	9	-12	2	0	-0.1	3	-2	2	0.3	4
O=C(NCc1ccccn1)c1ccc(OC2CCN(Cc3ccc(Cl)s3)CC2)cc1	-4	9	2	1	-1.1	0	10	-6	0.9	-1
CN(C)CCP(=O)(c1ccccc1)c1ccccc1	8	-5	-1	-2	-2.3	-4	-10	4	-0.2	-3
O=C(COC(=O)c1ccc([N+](=O)[O-])o1)NC1CCCc2ccccc21 (stereo not given)	4	-10	3	4	0.6	1	-4	0	-0.4	7
COc1cc(NC(=O)c2n[nH]c(=O)c3ccccc23)cc(OC)c1	11	-3	2	-5	1.9	8	-10	-2	0.3	3
CC(C)c1ccc(C(=O)Nc2ccc(S(=O)(=O)NC3=NCCCCC3)cc2)cc1	8	3	3	-1	-1.0	-4	-6	3	0.6	-10
CCOc1ccc(NS(=O)(=O)c2ccc3[nH]cc(C(=O)NCCOC)c(=O)c3c2)cc1	12	-5	-3	-2	-0.3	-5	-3	18	-0.1	-15
COC(=O)C(C)N1CCC(=O)c2ccccc2S1(=O)=O (stereo not given)	7	-9	0	4	-0.8	-1	1	1	0.2	3
CCOC(=O)c1cnc2c([N+](=O)[O-])cnn2c1C	-24	-4	0	0	1.2	3	12	-2	-0.2	-5
COc1ccc(NC(=O)CN(C)C(=O)c2ccc(N3CCCC3)c([N+](=O)[O-])c2)cc1	-9	-4	2	-4	1.3	-3	13	-2	-0.2	1
CCOC(=O)c1c(NC(=O)c2cccc(N3C(=O)CCC3=O)c2)sc(C)c1C	0	-2	-7	2	3.5	8	-2	0	1.2	3
CCCCN(C)C(=O)c1sc(=O)n(Cc2ccc(Cl)c(Cl)c2)c1C	-5	1	-9	-9	-1.4	-8	-4	-2	0.5	-15
CCOC(=O)C1CCN(CC(O)COCc2ccc(Cl)cc2)CC1 (stereo not given)	6	-2	5	-5	-0.2	4	14	-8	0.6	2
CC1CN(CCOc2ccccc2-c2ccccc2)CC(C)O1 (stereo not given)	12	7	-1	1	1.4	-11	7	-2	-1.1	10
Cc1ccc(-c2nnc(CCC(=O)NCc3csc(C)n3)o2)s1	8	1	0	0	0.8	-4	-3	0	0.0	-6
Cc1ccc(S(=O)(=O)N2[C@@H](c3ccc(Br)cc3)C(C(=O)O)=CC[C@H]2c2ccc(Cl)cc2)cc1	-6	4	0	-2	0.0	1	-20	83*	0.5	-22
Cc1nn(Cc2ccccc2Cl)c(Cl)c1/C=C/C(=O)OCC(=O)NC(N)=O	2	11	-4	-2	0.2	1	2	1	0.0	-4
C[C@H](CO)N1C[C@H](C)[C@@H](CN(C)S(=O)(=O)c2cccc(C#N)c2)OCc2cnnn2CCCC1=O	9	-20	-4	-3	0.5	-4	16	0	0.9	18
N#Cc1cnc(N)c(Br)c1	3	0	-8	-1	0.2	1	3	1	0.0	8
COc1cccc(CN2CCNC(=O)C2CC(=O)N(C)Cc2cnccn2)c1OC (stereo not given)	-1	-7	2	2	-0.2	-3	1	7	0.6	0
CCC(=O)N1CCCc2cc(S(=O)(=O)N3CCC(N4CCCCC4)CC3)ccc21	-1	3	-3	3	1.7	1	-13	5	0.2	-5
CCCCCC(=O)Nc1cccc(-c2nc3ncccc3o2)c1	-6	-72	1	-2	1.7	1	-5	-4	0.4	-6
O=[N+]([O-])c1ccc(O)c(CSc2nnnn2-c2ccccc2)c1	-4	-2	-2	-1	0.7	-4	-3	8	0.5	-3
CC1CCCCC1NC(=O)c1ccc(S(=O)(=O)NCC2CCCO2)cc1 (stereo not given)	-4	1	-2	-3	0.7	2	3	-7	0.3	-2
CCOc1nc(C)ccc1-c1noc(-c2ccncc2)n1	2	-2	-4	-3	5.7	5	-4	-6	0.2	-1
N#CCCN(Cc1cccnc1)C(=S)NC1CC2C=CC1C2 (stereo not given)	0	-4	6	1	0.9	0	-6	-2	0.3	-1
Cc1ccc(OCC(=O)O/N=C(\N)Cc2ccc(Cl)cc2)cc1	7	8	-1	-3	-0.1	1	4	1	-0.3	-9
CCCCN1CCC(COC(=O)c2cc(Cl)c(N)c3c2OCCO3)CC1	-4	-12	2	2	1.7	1	1	-2	0.0	-4
CNc1csc(C)c(C)c1=O	-7	-2	-8	-1	0.6	-5	7	1	-0.1	-1
CCOC(=O)C(NC(=O)c1ccccc1)(Nc1nnc(C)s1)C(F)(F)F (stereo not given)	5	6	-1	3	0.8	-1	-4	1	-0.2	3
Cc1ccc(S(=O)(=O)Nc2ccc3c(c2)CCC3)cc1C	-1	-7	-5	1	0.1	-2	6	2	0.4	8
COC(=O)c1cc(C#N)c(NCc2ccccc2)nc1C	-1	-15	-2	5	3.4	4	-2	2	1.4	6
COCCN1C(=O)N(c2ccccc2)C(=O)C1CC(=O)Nc1cc(OC)cc(OC)c1 (stereo not given)	9	0	10	3	-0.5	4	-7	2	-0.3	-9
COc1ccccc1CN1CC(C(=O)N2CCCCO2)CCC1=O (stereo not given)	5	3	-1	0	3.0	1	9	-3	-0.7	3
CN1CCN(c2ccc(NC(=O)c3ccc(C#N)cc3F)cc2Cl)CC1	-10	5	-5	3	1.0	3	-1	-2	-0.7	-16
CC(c1ccccc1)C1CC(=O)N(c2ccc([N+](=O)[O-])cc2)C1=O (stereo not given)	-9	1	1	3	1.6	1	-6	-4	0.9	3
